Compound activity from PubChem.
LGR2 antag: inhibitors of bursicon-induced Drosophila LGR2 receptor cAMP signaling; HEK293 LGR2, CRE-luciferase, bursicon-stimulated, 4 h; inhibition, % at 9.99 µM; 0.35% of 380,000 active; AID 720647;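 active = drop in luminescence signal, shown as inhibition above about 50% in the replicate tests, limit read from the data, passing the limit was not always enough; inconclusive = probably only some replicates passing the limit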;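 also: agonist challenge used bursicon conditioned medium at about half maximal strength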
PAX8 inh HTS: PAX8 transcriptional activity inhibition; inhibition, % at 12.6 µM; RMG-I TPO-luciferase reporter, SteadyGlo, 24 h; 1.2% of 360,000 active;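 active = mean replicate inhibition at least 60% with every replicate also reaching 60%; inconclusive = only one of the two criteria is met; inactive = mean below 60% and not all replicates reaching 60%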;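 also: luciferase light reporting Pax8 driven TPO promoter activity; plate controls were median of neutral control wells for no effect and mitoxantrone controls for full effect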
PGC1a acetyl inh: lowers PGC1a acetylation signal in U2OS cells; AlphaScreen anti-acetyl-lysine; with virally co-expressed GCN5 acetyltransferase; inhibition, % at 15.6 µM; 0.17% of 350,000 active;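 active = every replicate shows inhibition of at least 40%; inconclusive = mean inhibition at least 40% but some replicate below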;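 also: 0% = neutral control wells and 100% = positive control wells; some results beyond the cut were filed as inactive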
FN deposit inh: fibronectin deposition inhibition; inhibition, % at 12.6 µM; AH1F fibroblasts, Alexa488-fibronectin deposition fluorescence, overnight; AID 743247; 0.086% of 350,000 active;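 active = mean inhibition across replicates of 30% or more, regardless of how many single replicates reach that level; inconclusive = mean under 30% yet at least half of replicates reach 30%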;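 also: positive control wells lacked labelled fibronectin entirely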
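Test system: AH1F fibroblast monolayer depositing Alexa488-labelled fibronectin into matrix. Input: 10000 cells per well. Technique: fluorescence, ex 485 nm, em 525 nm. Buffer or medium: DMEM plus 2% serum, read in PBS. Timing: 1 h cell adhesion before compound, then overnight fibronectin incubation. Compound: single dose, pinned. Read-out basis: inhibition from reduced deposited-fibronectin fluorescence.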
CASP6 VEID inh: inhibitors of human caspase-6. P55212. 0.53% of 350,000 active. inhibition, % at 12.5 µM. purified caspase-6, Z-VEID-R110 cleavage fluorescence. AID 686996;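 active = mean inhibition across replicates at least about 35%, with every replicate also reaching that limit, limit read from the data; inconclusive = only one of the two criteria met; inactive = neither criterion met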;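 also: 0% = median of neutral control wells and 100% = no fluorescence left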
Target sequence (P55212 24-179 limits assumed): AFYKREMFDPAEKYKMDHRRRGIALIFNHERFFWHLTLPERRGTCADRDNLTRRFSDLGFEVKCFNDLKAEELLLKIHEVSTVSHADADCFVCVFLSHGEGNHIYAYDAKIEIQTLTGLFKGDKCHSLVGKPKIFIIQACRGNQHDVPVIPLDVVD
Target sequence (P55212 194-293 limits assumed): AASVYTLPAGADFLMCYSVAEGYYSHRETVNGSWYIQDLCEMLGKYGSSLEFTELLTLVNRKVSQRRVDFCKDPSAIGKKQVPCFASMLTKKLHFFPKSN
miR-122 sensor: miR-122 inhibition in Huh7 cells. Huh7 miR-122 Renilla luciferase sensor, 48 h; neutral wells = 0, positive control = 100. activation (reporter increase), % at 12.5 µM. 0.3% of 340,000 active;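 active = mean replicate activation score at least 90 and every replicate individually at or above 90; inconclusive = only one of the two criteria met; inactive = neither criterion met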;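 also: higher luciferase means less miR-122 activity so hits act as miR-122 inhibitors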
EWS-Fli block: EWS/Fli transcriptional activity inhibition | A673 NR0B1-luciferase reporter, viability-normalised | inhibition, % at 12.6 µM | AID 651661 | 0.67% of 350,000 active;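 active = mean inhibition of at least 50% after viability correction, with every replicate also passing that limit; inconclusive = mean reaches 50% but only one of two replicates passes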;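 also: firefly luciferase signal divided by Alamar Blue viability fluorescence both relative to DMSO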
Cneo AK release: Cryptococcus neoformans lysis via adenylate kinase release | 0.2% of 360,000 active | C. neoformans lysis, adenylate kinase release luminescence, 4 h; normalised: neutral wells 0, clomiphene wells 100 | lysis activity, % at 15 µM;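 active = mean lysis activity across replicates of at least 80%, whatever share of replicates individually reach that level; inactive = mean lysis activity below 80%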
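Schedule: static 4 h at 37 °C with compound, 1 h detection; system: C. neoformans cells; benchmarks: Clomiphene as positive control; buffer or medium: fresh YPD medium; measure: luminescence rise reflecting yeast cell lysis; measured by: luminescent adenylate kinase detection reagent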
* hit, by the source's call; ? = inconclusive; · = not tested or not shown; [ ] = remark or other dose.

SMILES | LGR2 antag | PAX8 inh HTS | PGC1a acetyl inh | FN deposit inh | CASP6 VEID inh | miR-122 sensor | EWS-Fli block | Cneo AK release
O=C(NC(=S)NCc1cccnc1)c1ccc([N+](=O)[O-])cc1 | 1 | -5 | 6 | -3 | 0 | 0 | -2 | 3
COc1ccc(N(C(=O)c2snc(C(N)=O)c2N)C(C(=O)NC2CCCC2)c2cc(OC)ccc2OC)c(OC)c1 (configuration not stated) | -9 | 12 | · | 7 | 0 | · | 1 | 0
COc1ccc(OC)c(NC(=O)CCn2c(=S)[nH]c3ccccc3c2=O)c1 | -8 | 6 | 12 | 2 | 2 | · | · | -1
CCc1ccc(NC(=O)Nc2cnccn2)cc1 | -1 | -153 | · | -1 | 0 | · | -89 | -2
C[C@@H]1CN([C@H](C)CO)C(=O)c2cccc(NC(=O)c3nc4ccccc4s3)c2O[C@@H]1CN(C)Cc1ccc(Cl)c(Cl)c1 | 6 | · | 15 | · | -2 | -5[16.7 µM] | 2 | 1
Cc1nnc(N/N=C/c2ccc(-c3ccccc3F)o2)n1N | -34 | -110 | · | -1 | 5 | · | -48 | ·
CC1CCCC(C)N1C(=O)c1ccccc1 (configuration not stated) | -6 | 9 | · | 0 | -2 | · | 7 | ·
COc1cccc(NC(=O)C2C3C=CC4(O3)C2C(=O)N(CCCN2CCCC(C)C2)C4C(=O)NC2CCCCC2C)c1 (configuration not stated) | 5 | 11 | · | -1 | -24 | -2 | 16 | 0
CC(=O)N1CCN(C(=S)Nc2ccc(Oc3ccccc3)cc2)CC1 | -33 | 14 | 7 | 2 | 1 | 4 | 4 | 1
COc1cc(/C=C/C(=O)OCC(=O)Nc2cc(S(=O)(=O)N(C)C)ccc2Cl)ccc1O | 1 | 4 | -1 | 1 | 0 | -19 | 2 | -1
O=S(=O)(Nc1cccnc1)c1cccnc1 | 10 | -4 | -4 | 5 | -5 | -3 | -5 | 1
CCc1ccccc1Oc1nc2cc(-c3cccc(OC)c3)sc2c(=O)n1C | -7 | 2 | -12 | 4 | -1 | -4 | -15 | -1
COc1ccc(NC(=S)NC23CN4CN(CN(C4)C2)C3)c(OC)c1 | · | 19 | · | 5 | -87 | · | 11 | ·
CC(=O)Nc1cc(-c2cccc(CO)c2)cn2c(-c3cccc(C(F)(F)F)c3)cnc12 | 3 | -21 | -1 | 2 | 2 | -3 | 13 | -1
C[C@@H]1CN([C@H](C)CO)C(=O)c2cc(NS(=O)(=O)c3ccc(Cl)cc3)ccc2O[C@H]1CN(C)C(=O)Nc1ccccc1 | -30 | -7 | 1 | · | -1 | -3[16.7 µM] | -8 | 4
COC(=O)CC1C(=O)NCCN1C(=S)Nc1ccccc1 (configuration not stated) | -2 | -5 | · | 1 | 1 | -4 | 3 | 4
CCC(CC)NC(=O)COC(=O)c1cc(Br)ccc1Cl | 26 | -10 | 15 | 5 | -3 | -6 | 1 | 1
COCCCN(C(=O)c1cc(-c2ccco2)nc2ccccc12)c1c(N)n(Cc2ccccc2)c(=O)[nH]c1=O | 15 | -2 | · | 1 | 15 | · | 6 | 8
Cc1c(CC(=O)NCC(=O)NCC(=O)N[C@@H](Cc2ccccc2)C(=O)O)c(=O)oc2c(C)c(O)ccc12 | 1 | · | 1 | · | 0 | -2 | 11 | 1
CC(C)c1ccc(CC(=O)N2CCC2(C)C(=O)Nc2cnc3ccccc3c2)cc1 (configuration not stated) | 28 | 24 | -7 | -3 | 3 | 12 | 20 | -1
CCn1c(=O)cc(SCC(=O)N2CCN(Cc3ccc4c(c3)OCO4)CC2)c2ccccc21 | · | · | -16 | -2 | · | -4 | · | 0
COc1ccc(NC(=O)N(C)C[C@@H]2Oc3c(NC(=O)C4CCCCC4)cccc3C(=O)N([C@H](C)CO)C[C@H]2C)cc1 | -5 | 8 | -9 | · | · | 9[16.7 µM] | -8 | 0
C=CCN1C(=O)/C(=C2/Sc3ccc(OC)cc3N2C)SC1=Nc1ccccc1 | -46 | 1 | -7 | -9 | · | -4 | -2 | ·
Cn1c(SCC(=O)NC2CC2)nnc1-c1cccs1 | 2 | -8 | 3 | · | 4 | -6 | -2 | 2
NS(=O)(=O)c1ccc(NCc2cnc3ccccc3c2)cc1 | 0 | -5 | -1 | 1 | 4 | -6 | -10 | 1
CO[C@H]1CN(C)C(=O)c2cc(NC(=O)NC(C)C)ccc2OC[C@@H](C)N(Cc2ccccc2)C[C@H]1C | -14 | 5 | -6 | 2 | -5 | · | -1 | -2
CCN1CCN(Cc2ccc(NC(=O)CC3Oc4ccc(C)cc4NC3=O)cc2)CC1 (configuration not stated) | 2 | -5 | · | -4 | -15 | · | 0 | -4
C[C@H]1CN([C@@H](C)CO)C(=O)c2cc(NS(=O)(=O)c3ccc(F)cc3)ccc2O[C@@H]1CN(C)Cc1ccccc1 | -5 | -26 | -8 | · | -2 | 3[16.7 µM] | 6 | -5
O=C(O)c1cc(/C=C/C(=O)c2cc(F)ccc2O)c2c(c1)COCO2 | 7 | 16 | 5 | -1 | 27 | -3 | -9 | 0
CCOC(=O)c1ccc(NC(=O)CC2SC3=NCCN3C2=O)cc1 (configuration not stated) | -1 | 5 | · | -5 | 0 | · | 14 | ·
O=C1NC[C@H](CCCCN2C[C@H](Cc3ccc(O)cc3)N(CCc3ccccc3)C(=O)C2=O)N(CC2CCCCC2)C1=O | -18 | 5 | · | 6 | 9 | · | 3 | ·
CCOc1cc(C(=S)N2CCOCC2)ccc1OC(=O)c1ccccc1 | -7 | 15 | 7 | -1 | 2 | -3 | 14 | -2
CCOC(=O)c1c(C)[nH]c(C)c1S(=O)(=O)N1CCOCC1 | -16 | 12 | -1 | 6 | -2 | -7 | · | 2
O=C(CNC(=O)c1ccc(Br)o1)NCCc1ccc(F)cc1 | 8 | 8 | -7 | 10 | 2 | -2 | · | 0
COc1ccc(C#Cc2cnc3c(c2)C(=O)N([C@@H](C)CO)C[C@@H](C)[C@H](CN(C)C(=O)CC2CC2)O3)cc1 | -7 | 14 | -2 | -5 | 0 | -10[16.7 µM] | -1 | 9
CN(C)S(=O)(=O)c1cccc(NC(=O)CSc2ncnc3ccccc23)c1 | 40 | 7 | -7 | -4 | -2 | · | 0 | ·
CCOc1cc(NC(=O)CCl)c(OCC)cc1NC(=O)CCl | 14 | 76* | -20 | 15 | 4 | -7 | 45 | ·
N#C[C@H]1[C@H](c2ccccc2-c2ccccc2F)[C@H](CO)N1C(=O)C1CCOCC1 | -5 | -19 | 8 | -2 | 1 | · | 24 | ·
NC(=O)COC(=O)c1ccc2c(c1)C(=O)N(Cc1ccco1)C2=O | 8 | 7 | · | 3 | 5 | · | 1 | 1
CO[C@@H]1CN(C)C(=O)c2cc(NC(C)=O)ccc2OC[C@@H](C)N(Cc2cccc(F)c2)C[C@H]1C | -5 | -9 | 20 | -5 | 0 | · | -3 | -62
O=C(Nc1ccc2nc(-c3ccccc3)[nH]c2c1)c1cccs1 | -38 | · | -12 | · | 1 | 15 | -126 | -2
C[C@@H]1CN([C@@H](C)CO)C(=O)c2cc(NC(=O)CCC(F)(F)F)ccc2O[C@@H]1CN(C)Cc1ccc2c(c1)OCO2 | -6 | -11 | 5 | 7 | 3 | 5[16.7 µM] | -1 | 0
Fc1cc(Cl)c(OCc2noc(-c3ccsc3)n2)c(Cl)c1 | -64 | -30 | · | -1 | 0 | · | -67 | ·
O=C(C[C@H]1CC[C@H](NS(=O)(=O)c2cccc(F)c2)[C@@H](CO)O1)N1CCCCC1 | ? | 0 | -4 | -1 | -2 | · | 3 | 1
O=C(NCCCn1ccnc1)c1ccc2c(c1)OCCO2 | · | -13 | -43 | 3 | · | -4 | · | -1
O=C(Nc1cccc(Cl)c1)Nc1ccc2c(c1)C(=O)OC2 | · | 1 | · | 21 | 0 | · | -7 | ·
Nc1nccc(/C=C/c2c(F)cccc2Cl)n1 | -16 | -81 | -7 | -47 | 0 | -1 | -68 | ·
C[N+]1(CC(O)c2ccccc2)CCCCCC1 (configuration not stated) | 6 | 8 | · | -13 | -6 | 6 | 11 | 0
COc1cc(NC(=O)CN2CC(c3ccccc3)CC2=O)cc(OC)c1 (configuration not stated) | 10 | -3 | 5 | -2 | -2 | -1 | -1 | 0
COc1ccccc1C(=O)C1CCCN(C(=O)c2ccccn2)C1 (configuration not stated) | 20 | 16 | · | 24 | 0 | · | 13 | ·
CCCCC(=O)NNC(=S)NC(=O)c1ccc(C)cc1 | -6 | -2 | -14 | -1 | -1 | · | 10 | ·
CCOC(=O)NC(=S)c1ccc[nH]1 | 12 | 10 | · | 14 | -1 | 5 | -3 | -2
CCOC(=O)C(C)Oc1ccc(=O)n(-c2ccccc2)n1 (configuration not stated) | · | · | 11 | 3 | · | -5 | · | 3
CCOC(=O)c1[nH]c(COC(=O)c2ccccc2NC(=O)c2ccco2)c(C(=O)OCC)c1C | · | -14 | 6 | 22 | · | -5 | · | 12
Cc1c(C)n(CCc2c[nH]c3ccccc23)ccc1=O | 1 | -13 | 7 | -4 | 1 | 5 | -1 | 2
O=C(COC(=O)c1ccc(O)cc1O)NC(=O)Cc1ccccc1 | -26 | -12 | -3 | 1 | 2 | -16 | -6 | 0
O=c1oc2cc(O)ccc2c2oc3cc(O)ccc3c12 | -25 | 0 | 4 | 3 | -3 | 0 | 0 | -1

Molecules above that have a Cl atom:
SMILES | LGR2 antag | PAX8 inh HTS | PGC1a acetyl inh | FN deposit inh | CASP6 VEID inh | miR-122 sensor | EWS-Fli block | Cneo AK release
C[C@@H]1CN([C@H](C)CO)C(=O)c2cccc(NC(=O)c3nc4ccccc4s3)c2O[C@@H]1CN(C)Cc1ccc(Cl)c(Cl)c1 | 6 | · | 15 | · | -2 | -5[16.7 µM] | 2 | 1
COc1cc(/C=C/C(=O)OCC(=O)Nc2cc(S(=O)(=O)N(C)C)ccc2Cl)ccc1O | 1 | 4 | -1 | 1 | 0 | -19 | 2 | -1
C[C@@H]1CN([C@H](C)CO)C(=O)c2cc(NS(=O)(=O)c3ccc(Cl)cc3)ccc2O[C@H]1CN(C)C(=O)Nc1ccccc1 | -30 | -7 | 1 | · | -1 | -3[16.7 µM] | -8 | 4
CCC(CC)NC(=O)COC(=O)c1cc(Br)ccc1Cl | 26 | -10 | 15 | 5 | -3 | -6 | 1 | 1
CCOc1cc(NC(=O)CCl)c(OCC)cc1NC(=O)CCl | 14 | 76* | -20 | 15 | 4 | -7 | 45 | ·
Fc1cc(Cl)c(OCc2noc(-c3ccsc3)n2)c(Cl)c1 | -64 | -30 | · | -1 | 0 | · | -67 | ·
O=C(Nc1cccc(Cl)c1)Nc1ccc2c(c1)C(=O)OC2 | · | 1 | · | 21 | 0 | · | -7 | ·
Nc1nccc(/C=C/c2c(F)cccc2Cl)n1 | -16 | -81 | -7 | -47 | 0 | -1 | -68 | ·
